Screening data from PubChem.
Nrf2 ARE act: activates Nrf2 signaling. AREc32 ARE-luciferase reporter (MCF7-derived line), luminescence, 24 h. Potency, µM (top dose mostly 46.1 µM), without a hit: at the top dose activation, most hits filed as activators. 410,000 tested, 0.31% active; further: potency means the concentration at half of the fitted maximal effect; % of control where 0% means no effect; nearly all actives have a fitted effect of over 65% in size
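AREc32 cells carrying an ARE-driven firefly luciferase, 1000 cells/well in OPTI-MEM with 5% FBS, dosed after overnight attachment and incubated 24 hr at 37 deg C. Steady-Glo luminescence read after 30 min at RT.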
HepG2 tox: kills HepG2 cells in TGF-b inhibitor counter-screen | HepG2 CAGA-GFP viability, ATP luminescence, 18 h | Potency, µM (top dose mostly 46.1 µM), without a hit: at the top dose activity change, negative = cytotoxicity, most hits filed as cytotoxic | 410,000 tested, 0.76% active; further: potency means the concentration at half of the fitted maximal effect; some results filed as inactive show a strong effect at the top dose
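CellTiter-Glo luminescence gave cytotoxicity after 18 hours at 37 degrees C. The cells were HepG2 CAGA-GFP in 1% FBS DMEM, stimulated with 500 pg/mL TGF-beta after compound addition. %Activity was normalised to no-cell wells (complete cell-killing) and DMSO (no toxicity), and curves were fitted and classified.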
A549 tox: A549 cytotoxicity, counter-screen for Nrf2 inhibitors; A549 ARE-Fluc cells, CellTiter-Fluor viability, 18-24 h; Potency, µM (series often up to 46 µM), for the others: top-dose activity change, negative = cytotoxicity, hits mostly inhibitors; 390,000 tested, 0.16% active; further: potency means the concentration at half of the fitted maximal effect; on the % scale 0 is the no-effect control and ±100 the full control effect
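A549 ARE_Fluc cells in 5% FBS OPTI-MEM were exposed to compounds in concentration-response for 18-24 h at 37 deg C. Viability was read by CellTiter-Fluor fluorescence (Ex 405/Em 525) after 30 min, before the luciferase read.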
Abeta rescue: compounds reversing amyloid beta toxicity in yeast. yeast expressing A-beta42, growth rescue, OD600, 48 h; response scale: 0% DMSO, 100% iron-clioquinol control. Potency, µM (doses to about 46.1 µM), inactives show top-dose growth rescue, usual class: activators. 410,000 tested, 0.063% active; further: potency means the concentration at half of the fitted maximal effect; nearly all actives have a fitted effect of over 55% in size
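Yeast A-beta toxicity model in growth medium with pinned compounds, 48 h at 30 C; growth read as absorbance at 600 nm. Normalized to FeCl3/clioquinol equimolar mix (positive) and DMSO (negative).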
pAkt inh: inhibitors of Akt phosphorylation; Neuro2A IGF-stimulated pAkt S473 HTRF, 20 min; hits give low values; activity change, % for hits at 50 µM; 360,000 tested, 0.32% active; in the data active means activity change below about -80%; inconclusive means mostly about -51% to -80%; further: on the % scale 0 is the no-effect control and ±100 the full control effect
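Neuro2A cells (4,500/well, DMEM with 0.5% FBS) were treated with compound at a single 50 µM final concentration, stimulated with 6 nM IGF for 20 min at 37 °C, and lysed. Phospho-Akt Ser473 was read by HTRF as 665/615 ratio ×10^4.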
CCT chaperon mod: modulators of cytosolic chaperonin (CCT/TRiC) activity; purified chaperonin ATPase assay, HTRF ADP detection, 30 min; activity change, % (no concentration beside the values), hits read low; 360,000 tested, 0.3% active; AID 651819; in the data active means activity change below about -30%; further: on the % scale 0 is the no-effect control and ±100 the full control effect
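First, chaperonin was dispensed at 40 nM or 20 nM final depending on batch activity. Next, compounds were pinned at 76 uM and ATP added at 10 uM. After 30 min at 37 °C, ADP detection reagents ran 30 min at ambient temperature.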
Mm-Cpn inhibitor: inhibitors of Methanococcus maripaludis chaperonin (MmCpn) | Potency, µM (series often up to 76.9 µM), inactives show top-dose activity, negative = inhibition, hits mostly inhibitors | 330,000 tested, 0.031% active | purified Mm-Cpn ATPase, ADP Transcreener TR-FRET; further: potency means the concentration at half of the fitted maximal effect; on the % scale 0 is the no-effect control and ±100 the full control effect; nearly all actives have a fitted effect of over 80% in size
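Purified archaeal Mm-CPN (25nM final) preincubated 10 min at 37degC with compound, then 10uM ATP for 30 min at 37degC; ADP measured by HTRF Transcreener TR-FRET; buffer 30 mM TRIS pH 7.4, 100mM KCl, 5mM MgCl2, 1mM DTT.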
TGFb inhibitor: blocks TGF-b signaling. HepG2 CAGA-GFP TGF-b/SMAD3 reporter, GFP fluorescence, 18 h; TGF-beta stimulated, 500 pg/mL final. Potency, µM (top dose mostly 46.1 µM), without a hit: at the top dose activity, negative = inhibition, actives largely listed as inhibitors. 410,000 tested, 1.2% active; further: potency means the concentration at half of the fitted maximal effect; on the % scale 0 is the no-effect control and ±100 the full control effect; nearly all actives have a fitted effect of over 65% in size
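Read-out: total well GFP (ex488/em500-530) summed from mean per-cell fluorescence. Cells: HEPG2 CAGA-GFP, 1% FBS DMEM, 18 h at 37 degrees C with 500 pg/mL final TGF-beta. Unstimulated wells served as the full-inhibition control; stimulated DMSO wells = 0%.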
Nrf2 inh: Nrf2 pathway inhibition; A549 ARE-Fluc reporter, luciferase luminescence, 18-24 h; Potency, µM (titrated, usually from 46 µM), for inactives: at the highest dose activity change, negative = inhibition, actives largely listed as inhibitors; 360,000 tested, 2.1% active; AID 504444; further: potency means the concentration at half of the fitted maximal effect; on the % scale 0 is the no-effect control and ±100 the full control effect; nearly all actives have a fitted effect of over 60% in size
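Nrf2 activity is the BugLite luminescence, read 15 min after reagent at room temperature, following CellTiter-Fluor cytotoxicity readout (30 min, 37C). Compound titrations were applied for 18-24 h to 5000 A549 ARE_Fluc cells/well in 5% FBS OPTI-MEM.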
An asterisk follows results filed as active; i = inactive; ? = inconclusive; · = no result given; [ ] = remark or other dose. Unless noted, the call rests on the fitted dose curve; in most records, active means well fitted curve in the direction sought with a large enough effect; inconclusive means small, poorly fitted or top-dose-only effect, or another doubt; inactive means no such curve, though single readings can be large; an effect the other way counts as inactive or inconclusive.

SMILES	Nrf2 ARE act	HepG2 tox	A549 tox	Abeta rescue	pAkt inh	CCT chaperon mod	Mm-Cpn inhibitor	TGFb inhibitor	Nrf2 inh
CN(CC(=O)Nc1cccc(S(=O)(=O)NC2=NCCCCC2)c1)Cc1ccc(C(C)(C)C)cc1	2.9%	-31.0%	-18.1%	6.2%	i	-0.5	0.7%	?	-22.6%
CCC(C)NC(=O)CN(c1ccc(Cl)c(Cl)c1)S(C)(=O)=O (stereo not given)	0.0%	-4.9%	-2.9%	23.9%	i	-0.1	-1.9%	15.2%	-9.6%
Cc1c(C(=O)Nc2cccc(Cl)c2)oc2ccc(S(=O)(=O)N3CCCCCC3)cc12	0.4%	-1.3%	12.5%	8.4%	·	·	·	14.5%	·
O=C(Nc1nc(-c2ccccc2)cs1)c1cccs1	?	-14.3%	-13.1%	-22.2%	i	-1.2	-5.7%	?	10.7%
CCn1cc(CCC(=O)NC2CCCC2)c2ccccc21	-0.2%	-11.7%	10.3%	-0.6%	i	-0.8	-1.4%	-10.1%	-0.9%
Cc1ccc(CNC(=O)C2CCN(S(=O)(=O)N3CCCC3)CC2)cc1	0.0%	5.7%	-3.0%	1.8%	i	-0.8	-1.1%	3.3%	?
CCOC(=O)c1c(NC(=O)c2ccn(CC)n2)sc2c1CCCC2	0.4%	-41.1%	-0.5%[1.84 µM]	-13.9%	i	0.0	1.6%	-46.1%	?
CCCCCC/C=C/c1ccc(C2C3C=CCC(C)C3C(=O)N2Cc2ccccc2)c(F)c1 (stereo not given)	·	-3.2%	5.9%	·	·	·	·	-0.2%	-3.0%
CN1CCC/C1=C/C=C1\SC(=S)NC1=O	1.8%	-2.5%	?	2.6%	i	1.5	-7.4%	84.0%[activator]	8.5%
COc1ccc(Cl)cc1NC(=O)c1sc2nc3c(cc2c1N)CN(C)CC3	7.7%	-40.0%	-7.1%	-26.0%	·	·	·	0.0%	1.6%
O=C(NCCN1CCC(n2c(=O)[nH]c3ccccc32)CC1)c1ccc(F)c(F)c1	0.3%	·	·	-19.5%	i	0.8	·	·	·
CCOc1ccc(NC(=O)c2cc3c(n(-c4ccc(OC)cc4)c2=O)CC(C)(C)CC3=O)cc1	-0.7%	-59.0%	-0.7%	-19.6%	·	·	·	?	-8.1%
COc1ccc(NC(=O)c2c(NCc3ccc(OC)c(OC)c3OC)sc3c2CCC3)c(OC)c1	15.1%	-31.6%	-7.1%	4.0%	·	·	·	-3.9%	·
COc1ccc(S(=O)(=O)n2nc(OC(=O)c3ccccc3)cc2N)cc1	0.2%	-9.9%	-1.7%	-3.2%	i	-0.7	-1.8%	-2.4%	-10.4%
CC(C)Oc1ccc2c(c1)OC(c1ccccc1)(C(F)(F)F)NC2=O (stereo not given)	0.6%	28.3%	-3.7%	-1.2%	i	-1.2	0.2%	9.7%	-1.5%
COc1ccc(-c2c(C)c3cc(OC(=O)N4CCOCC4)ccc3oc2=O)cc1OC	-0.3%	0.7%	7.1%	-3.0%	·	·	·	-18.9%	·
O=C(NCc1cc(C(F)(F)F)ccc1Cl)c1cccc2c1C(=O)c1ccc(N3CCCCC3)cc1S2(=O)=O	0.1%	-1.3%	-0.7%	-6.2%	i	-4.0	-5.7%	6.8%	2.0%
COc1cc(C(=O)NC(=S)N2CCN(C)CC2)cc(OC)c1OC	-0.5%	-1.3%	0.6%	2.2%	i	-1.0	0.0%	1.0%	0.9%
O=C(COC(=O)c1ccc(F)cc1Cl)NCc1ccco1	4.9%	-7.7%	-4.9%	1.5%	i	0.5	-2.4%	-11.2%	?
NS(=O)(=O)c1ccc(NC(=S)NNC(=O)CCC(=O)Nc2ccccc2Cl)cc1	1.7%	5.6%	1.1%	12.0%	i	-1.7	1.0%	4.3%	11.8%
CSc1nc(-c2ccccc2)cc(C(F)(F)F)c1C#N	23.4%	-1.1%	-3.0%	-2.8%	i	0.8	-5.1%	9.3%	1.9%
CCC1Oc2ccccc2N(CC(=O)N2CCCC2)C1=O (stereo not given)	0.4%	-13.1%	·	5.4%	i	-0.6	·	-5.0%	·
CC(=O)Nc1ccc(NC(=O)c2cccc(C(=O)OC(C)C)n2)cc1	0.1%	-2.7%	0.6%	20.3%	i	-0.5	1.1%	-18.9%	-9.3%
CN(Cc1ccc(O)cc1)C1CCCCC1	0.1%	8.8%	4.4%	-10.2%	·	1.5	0.0%	-5.5%	·
Cc1ccc(OCc2nnc(SCC(=O)NCc3ccccc3)n2C)cc1	0.0%	3.3%	-1.1%	6.8%	i	1.0	0.1%	-13.3%	9.0%
CCOC(=O)C1=C(C)N(C)C(=O)NC1c1c(C)nn(-c2ccccc2)c1C (stereo not given)	-0.6%	-0.8%	-1.4%	15.0%	i	-0.8	0.1%	-14.1%	·
COc1cc(/C=C2\C(=N)N3N=C(C)SC3=NC2=O)cc(OC)c1OCCOc1ccccc1C	0.7%	-13.0%	-3.8%	-1.7%	i	-3.1	-4.4%	1.3%	-18.3%
COc1cccc(C(NC(C)=O)c2ccc3cccnc3c2O)c1 (stereo not given)	3.5%	-25.2%	-1.0%	?	i	-0.7	-1.3%	?	?
Cc1ccc(S(=O)(=O)N2c3cc(C)ccc3OCC2C(C)(C)C)cc1 (stereo not given)	0.3%	-24.5%	-13.3%	-18.3%	i	0.4	0.7%	-21.0%	?
Cc1cc2nccc(-c3ccncc3)n2n1	0.4%	-16.3%	0.9%	-3.1%	i	-0.6	0.9%	-12.9%	?
Cn1c(C(=O)c2ccccc2[N+](=O)[O-])nc2ccccc21	7.7%	-26.6%	11.5%	6.5%	i	-0.1	-1.0%	0.8%	13.1%
CCCCN(C)C(=S)Nc1ccsc1C(=O)OC	3.4%	8.3%	-1.1%	·	i	1.2	2.3%	12.4%	21.0%
O=c1oc2cc(O)ccc2cc1-c1nc2ccccc2o1	5.6%	-23.7%	·	-23.1%	i	-2.2	·	124.9%[activator]	·
CCc1ccccc1NC(=O)NC1CC2CCC(C1)N2Cc1ccco1 (stereo not given)	-0.4%	1.7%	1.2%	-10.8%	i	0.8	0.3%	2.5%	10.0%
O=C(CCNS(=O)(=O)c1ccc2c(c1)CCCC(=O)N2)NCc1ccccc1Cl	-0.1%	1.7%	-0.5%	-14.7%	·	·	·	31.3%[activator]	?
COc1cc(OC)c(OC)cc1CNCCNC(=O)c1ccco1	0.3%	0.9%	8.8%	-6.5%	i	-1.3	-1.1%	-3.2%	-7.4%
COc1ccc(C(=O)Oc2c(OC)cc(C(=S)N3CCOCC3)cc2OC)cc1	-0.1%	6.2%	-16.3%	11.4%	i	0.5	-1.1%	2.7%	-0.6%
CCOc1ccccc1OCCC(=O)OCC(=O)Nc1c(C)cc(C)cc1C	-0.5%	3.0%	-0.1%	1.3%	i	2.4	-0.5%	-2.5%	17.1%
COc1ccc(C(=O)NC2CC2)cc1OC1CCN(Cc2ccccc2O)CC1	0.3%	-6.6%	5.2%	-5.5%	i	-1.5	1.4%	1.6%	3.7%
Cc1oc(CSCC2CCCO2)cc1C(=O)O (stereo not given)	0.1%	4.2%	13.0%	26.3%[9.22 µM]	i	-1.4	-0.3%	-9.1%	·
CCn1c(SCC(=O)Nc2cc(C)on2)nnc1-c1ccc(C)cc1	-0.7%	1.0%	-1.3%	12.5%	i	-0.5	1.0%	-10.4%	-27.1%
CCCCOc1ccc2c(c1)/C(=C(\C(Cl)=C(Cl)Cl)[N+](=O)[O-])N2	0.6%	-17.7%	-11.5%	-6.1%	i	0.7	0.4%	3.1%	-8.2%
COc1ccc(-c2nn(C)c(=O)c3ccccc23)cc1NS(C)(=O)=O	9.5%	-8.2%	-1.4%	-17.0%	i	-0.8	0.1%	0.0%	-24.0%
Nc1nnc(SCCOc2cccc(Br)c2)s1	0.0%	-20.3%	0.0%	-10.4%	i	-0.5	1.0%	15.4%	9.4%
CCOC(=O)c1c(-c2ccccc2)oc2ccc(OC(C)=O)cc12	0.3%	-13.2%	-2.0%	-15.0%	i	-2.4	1.8%	-12.1%	-11.7%
COc1ccc(CN(C)C(=O)/C=C/[C@H]2O[C@@H](n3cc(C)c(=O)[nH]c3=O)C[C@@H]2O)cc1OC	-0.2%	-12.5%	·	-8.2%	i	-0.7	·	-4.8%	·
C=Cn1c(C(=O)O)ccc1-c1ccc(CC)cc1	5.0%	3.4%	-1.8%	-27.4%	i	-1.0	-2.7%	-1.8%	19.7%
Cc1ccc([N+](=O)[O-])c(OCc2ncc(Cl)n2C)c1	?	-19.2%	2.4%	-20.2%	i	-6.6	1.8%	2.3%	2.8%
Cc1cc(-n2c(C)cc(C(=O)COC(=O)CN=C3NS(=O)(=O)c4ccccc43)c2C)no1	-0.4%	-3.9%	-12.2%	-5.6%	i	1.2	0.4%	3.1%	?

Given bar-delimited: 2 of the compounds above
SMILES | Nrf2 ARE act | HepG2 tox | A549 tox | Abeta rescue | pAkt inh | CCT chaperon mod | Mm-Cpn inhibitor | TGFb inhibitor | Nrf2 inh
CCCCN(C)C(=S)Nc1ccsc1C(=O)OC | 3.4% | 8.3% | -1.1% | · | i | 1.2 | 2.3% | 12.4% | 21.0%
Nc1nnc(SCCOc2cccc(Br)c2)s1 | 0.0% | -20.3% | 0.0% | -10.4% | i | -0.5 | 1.0% | 15.4% | 9.4%
